pAkt inh = inhibitors of Akt phosphorylation | Neuro2A IGF-stimulated pAkt S473 HTRF, 20 min; hits give low values | activity change, % for hits at 50 µM | 360,000 tested, 0.32% active; in the data active means activity change below about -80%; inconclusive means mostly about -51% to -80%; further: on the % scale 0 is the no-effect control and ±100 the full control effect
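Neuro2A cells (4,500/well, DMEM with 0.5% FBS) were treated with compound at a single 50 µM final concentration, stimulated with 6 nM IGF for 20 min at 37 °C, and lysed. Phospho-Akt Ser473 was read by HTRF as 665/615 ratio ×10^4.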
Abeta yeast res = A-beta toxicity reversal in yeast; Potency, µM (doses to about 46.1 µM), without a hit: at the highest dose growth rescue, most hits filed as activators; yeast expressing A-beta42, growth rescue, OD600, 48 h; response scale: 0% DMSO, 100% iron-clioquinol control; 410,000 tested, 0.063% active; further: potency means the concentration at half of the fitted maximal effect; nearly all actives have a fitted effect of over 55% in size
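Yeast growth medium received pinned compounds, then yeast cells expressing toxic A-beta were added; plates incubated at 30 C for 48 hr. Growth read as absorbance at 600 nm, normalized to DMSO and equimolar FeCl3 plus clioquinol controls.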
aSyn yeast inh = inhibitors of alpha-synuclein toxicity in yeast. Potency, µM (titrated, usually from 46.1 µM), for inactives: top-dose growth rescue (activation), usual class: activators. Yeast expressing alpha-synuclein, growth rescue, BacTiter-Glo, 24 h. 370,000 tested, 0.14% active; further: potency means the concentration at half of the fitted maximal effect; % of control where 0% means no effect; nearly all actives have a fitted effect of over 65% in size
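Readout is rescue of growth in alpha-synuclein-expressing yeast, so inhibitors of toxicity appear as activators. Growth after 24 hr at 30 deg C in galactose medium is quantified by luminescence.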
FUS suppressor = suppressors of FUS proteinopathy in yeast; S. cerevisiae FUS-expressing, growth rescue, OD600, 24 h; Potency, µM (highest dose often 76.6 µM), for inactives: at the top dose growth rescue (activation), most hits filed as activators; 390,000 tested, 0.24% active;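 further: potency means the concentration at half of the fitted maximal effect; plate controls were DMSO vehicle for no effect and reference control for full effect; nearly all actives have a fitted effect of over 55% in size; some results filed as inactive show a strong effect at the top dose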
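Absorbance at 600 nm, taken 24hr after compound addition, measured rescue of FUS-yeast growth at 30C. Induction used 2% galactose with seeding at OD 0.005. Controls: CP55940 from 92uM final, DMSO only.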
GLP1R cytotox = cytotoxicity in counter-screen for GLP-1R inverse agonists; AID 624418; Potency, µM (series often up to 38.3 µM), without a hit: at the highest dose activity change, negative = inhibition, hits mostly inhibitors; HEK293 cAMP-luciferase reporter cells, luminescence, 24 h; 410,000 tested, 0.13% active;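 further: loss of luciferase light is scored as toxicity; potency means the concentration at half of the fitted maximal effect; on the % scale 0 is the no-effect control and ±100 the full control effect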
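Step one: seed cells (200 cells/uL, DMEM with 10% Nu serum, 1% pen-strep). Step two: 12-hour incubation at 37 deg C. Step three: pin 23 nL compound, incubate 24 hr. Step four: add luciferase reagent, read luminescence 12 min later.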
MmCpn inh = inhibitors of Methanococcus maripaludis chaperonin (MmCpn) | purified Mm-Cpn ATPase, ADP Transcreener TR-FRET | Potency, µM (titrated, usually from 76.9 µM), for inactives: at the highest dose activity, negative = inhibition, hits mostly inhibitors | 330,000 tested, 0.031% active; further: potency means the concentration at half of the fitted maximal effect; on the % scale 0 is the no-effect control and ±100 the full control effect; nearly all actives have a fitted effect of over 80% in size
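Compound-treated chaperonin, 25 nM final, turns over 10 uM ATP at 37°C for 30 min following a 10 min preincubation; ADP generated competes with ADP-d2 for Eu-cryptate antibody, lowering FRET.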
GLP1R inv ag = acts as inverse agonist at human GLP-1 receptor; P43220; HEK293 GLP-1R CRE-luciferase, luminescence, 24 h; GLP-1R form is constitutively active; Potency, µM (highest dose often 38.3 µM), for the others: top-dose activity change, negative = inhibition, actives largely listed as inhibitors; 410,000 tested, 1.6% active; AID 624417; further: potency means the concentration at half of the fitted maximal effect; on the % scale 0 is the no-effect control and ±100 the full control effect; nearly all actives have a fitted effect of over 55% in size
Target sequence (P43220 whole entry, looked up): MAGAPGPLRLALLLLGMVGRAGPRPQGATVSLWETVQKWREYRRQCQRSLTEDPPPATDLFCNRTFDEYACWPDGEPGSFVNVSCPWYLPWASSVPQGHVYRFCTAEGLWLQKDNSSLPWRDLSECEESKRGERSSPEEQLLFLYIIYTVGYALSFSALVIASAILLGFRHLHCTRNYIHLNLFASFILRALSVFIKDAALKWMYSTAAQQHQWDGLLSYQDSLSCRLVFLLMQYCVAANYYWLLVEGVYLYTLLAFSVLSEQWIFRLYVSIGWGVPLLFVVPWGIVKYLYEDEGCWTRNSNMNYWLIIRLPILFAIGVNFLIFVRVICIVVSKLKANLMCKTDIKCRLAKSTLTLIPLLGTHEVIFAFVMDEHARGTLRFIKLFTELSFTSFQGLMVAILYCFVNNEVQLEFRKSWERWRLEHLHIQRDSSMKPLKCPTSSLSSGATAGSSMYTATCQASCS
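Luminescence readout: a drop in cAMP-driven luciferase signal flags inverse agonism at a constitutively active GLP-1R stably expressed in HEK293. Compound exposure lasted 24 hr at 37 deg C, 5% CO2.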
PTHR1 ag = PTHR1 (human) receptor agonism; Q03431; HEK293 GP2 PTHR1 cells, GloSensor cAMP luminescence, 1 h; Potency, µM (doses to about 115 µM), for the others: at the top dose activation, hits mostly activators; AID 743266; 410,000 tested, 0.075% active; further: potency means the concentration at half of the fitted maximal effect; nearly all actives have a fitted effect of over 55% in size; some results filed as inactive show a strong effect at the top dose; inactives centre near -15; many of its hits are not listed in these tables
Target sequence (Q03431 whole entry, looked up): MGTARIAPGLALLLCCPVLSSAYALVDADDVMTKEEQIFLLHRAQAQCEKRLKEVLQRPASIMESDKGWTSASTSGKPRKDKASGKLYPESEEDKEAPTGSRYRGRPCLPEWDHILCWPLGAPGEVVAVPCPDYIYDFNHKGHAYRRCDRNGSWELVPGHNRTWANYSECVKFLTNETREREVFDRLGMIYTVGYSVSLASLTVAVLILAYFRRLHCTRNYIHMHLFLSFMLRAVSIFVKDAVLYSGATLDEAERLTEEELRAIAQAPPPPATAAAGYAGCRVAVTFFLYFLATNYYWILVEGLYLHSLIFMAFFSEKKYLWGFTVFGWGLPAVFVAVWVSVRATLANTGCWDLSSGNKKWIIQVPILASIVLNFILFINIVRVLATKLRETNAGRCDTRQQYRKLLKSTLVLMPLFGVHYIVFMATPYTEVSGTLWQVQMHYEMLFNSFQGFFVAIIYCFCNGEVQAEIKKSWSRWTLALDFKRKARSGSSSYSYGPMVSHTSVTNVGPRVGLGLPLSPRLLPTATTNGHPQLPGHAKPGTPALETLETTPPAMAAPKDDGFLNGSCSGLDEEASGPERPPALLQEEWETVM
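HEK-293-derived GP2 cells expressing PTHR1 and a GloSensor cAMP reporter, 3,000/well, plated overnight, given luciferin plus IBMX (each 0.5 mM as added) for 1 h at 37 °C, then compound for 1 h at 37 °C. Luminescence was read after 15 min at room temperature.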
TDP-43 yeast inh = inhibitors of TDP-43 toxicity in yeast; TDP-43 expressing yeast growth rescue, BacTiter-Glo, 24 h; Potency, µM (highest dose often 46.1 µM), inactives show top-dose growth rescue (activation), usual class: activators; 410,000 tested, 1.8% active; further: potency means the concentration at half of the fitted maximal effect; % of control where 0% means no effect; nearly all actives have a fitted effect of over 50% in size
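Yeast cells expressing TDP-43 under galactose induction are exposed to compounds for 24 hr at 30 deg C. BacTiter-Glo luminescence measures growth, so protective compounds score as activators.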
Numbers without * were called inactive; i = inactive; ? = inconclusive; . = not tested or not shown; [ ] = remark or other dose. Unless noted, the call rests on the fitted dose curve; in most records, active means well fitted curve in the direction sought with a large enough effect; inconclusive means small, poorly fitted or top-dose-only effect, or another doubt; inactive means no such curve, though single readings can be large; an effect the other way counts as inactive or inconclusive.

entry	compound	MmCpn inh	TDP-43 yeast inh	PTHR1 ag	GLP1R cytotox	GLP1R inv ag	FUS suppressor	pAkt inh	aSyn yeast inh	Abeta yeast res
1	CCOc1cc(S(=O)(=O)n2ccnc2)ccc1Br	-11%	-3%	i	2%	4%	-15%	i	3%	11%
2	COC(CNC(=O)c1ccc2c(c1)ncn2-c1ccc(C)cc1C)OC	-1%	10%	-2%	-10%	19%	0%	i	-9%	-14%
3	CCOC(=O)C1=C(N)OC2=C(C(=O)CC(C)(C)C2)C1c1ccccc1OCC#N (stereo not given)	-1%	19%	-66%	5%	5%	3%	i	-1%	10%
4	O=C(O)c1ccc(CSc2nc3ccc(N4C(=O)C5C6C=CC(C6)C5C4=O)cc3s2)cc1 (stereo not given)	0%	0%	-28%	-17%	5%	15%	i	-1%	2%
5	COc1ccc(-n2ccnc2SCC(=O)Nc2ccc(F)cc2F)cc1	.	28%	-79%[inhibitor]	-10%	-1%	5%	.	.	-18%
6	O=C(CCNC(=O)N1CC(=O)Nc2ccccc21)NCc1cccc(C(F)(F)F)c1	.	14%	i	4%	-11%	3%	i	0%	2%
7	CC(=O)c1ccc(NC(=S)NC(NC(=O)c2ccco2)C(Cl)(Cl)Cl)cc1 (stereo not given)	2%	1%	-11%	-7%	5µM*	-8%	i	-5%	-8%
8	CC1CCCN(S(=O)(=O)c2ccc(C(=O)Nc3nnc(-c4ccccc4Cl)o3)cc2)C1 (stereo not given)	5%	10%	-17%[57.5 µM]	11%	19%	-16%	i	-12%	13%
9	COCCNC(=O)CN(Cc1ccccc1)S(=O)(=O)c1ccc2nc(C)sc2c1	-1%	12%	i	-2%	17%	13%	i	2%	-2%
10	Cc1ccc(S(=O)(=O)n2cnc(C)c2)cc1	1%	10%	i	3%	4%	-21%	i	-3%	-6%
11	COc1ccc([C@@H]2CC(=O)c3c(O)cc(O[C@@H]4OC(CO[C@@H]5OC(C)[C@H](O)[C@H](O)C5O)[C@@H](O)[C@@H](O)C4O)cc3O2)cc1O (stereo not given in full)	1%	2%	-17%	-4%	25%	-40%	i	-2%	-26%
12	O=C(O)CCS(=O)(=O)Cc1ccccc1F	1%	-6%	-16%	-9%	0%	-7%	i	-11%	6%
13	COc1ccc(S(=O)(=O)N2CCN(C(=O)CCc3c[nH]c4ccccc34)CC2)cc1	-2%	13%	-5%	-21%	?	24%	i	7%	1%
14	CCC(=O)NC(c1ccc(OC)cc1)c1c(O)ccc2ccccc12 (stereo not given)	0%	1%	-8%	-28%	3.5µM*	-20%	i	12%	-9%
15	C[C@H](CO)N1C[C@H](C)[C@H](CN(C)S(=O)(=O)c2ccccc2)OCc2ccccc2-c2c(n(C)c3ccccc23)C1=O	.	23%	-20%	3%	11%	-2%	i	4%	9%
16	CC(C)n1c(SCC(=O)NC2CC2)nnc1C1CC1	-2%	0%	i	-9%	11%	-1%	i	3%	-2%
17	O=C(NN=Cc1cccc([N+](=O)[O-])c1)c1cc(-c2cccnc2)nc2ccccc12	-1%	-9%	-34%[inhibitor]	4%	4%	4%	i	5%[1.84 µM]	-3%
18	COc1ccc(C2N=C(c3ccccc3)C(C)(C)N2O)cc1 (stereo not given)	0%	2%	16%[57.5 µM]	-15%	3%	17%	i	1%	-10%
19	O=C(NCCc1ccccc1Cl)c1cc(COc2ccc(F)cc2F)on1	.	?	-89%[inhibitor]	?	?	-8%	i	-9%	10%
20	Cc1noc(NS(=O)(=O)c2ccc(NC(=O)NC(C)(C(F)(F)F)C(F)(F)F)cc2)c1C	0%	0%	-19%	9%	8%	-26%	i	-10%	-1%
21	COc1ccc(-c2cc(C(=O)N3CCCCC3)c3ccccc3n2)cc1	-11%	-13%	i	3%	?	25%	i	-19%	-21%
22	CCN1CCN(c2nc3c(S(=O)(=O)c4ccc(C)cc4)nnn3c3ccsc23)CC1	.	-4%	-25%	14%	9%	8%	.	.	-6%
23	CCn1cc(C(=O)N(C)c2ccc(OC)cc2)c2cc(OC)c(OC)cc2c1=O	1%	6%	i	3%	50%[activator]	-10%	i	-4%	-11%
24	Cc1cc(C(=O)N2CCN(C(c3ccccc3)c3ccccc3)CC2)on1	-2%	-1%	-25%	2%	-1%	26%	i	10%	3%
25	CCOc1ccc2[nH]cc(C(=O)NCCc3ccccc3)c(=O)c2c1	-11%	-7%	-5%	-15%	?	12%	i	-4%	-3%
26	COc1ccc(NC(=O)CN(C)CC(=O)N(C)C2(C#N)CCC(C)CC2)cc1 (stereo not given)	0%	9%	13%	-2%	6%	4%	i	0%	24%
27	Cc1cc(C(=O)NNC(=S)NCC(C)C)cs1	3%	17%	i	1%	0%	-13%	i	-1%	18%
28	Cc1cccn2c(=O)c3cc(C(=O)NCc4ccccc4)c(=N)n(CCCN4CCOCC4)c3nc12	.	-6%	i	125%[activator]	28%	-21%	i	1%	-11%
29	c1ccc2c(OCCCN3CCCCCC3)cccc2c1	-3%	0%	i	?	-14%	-11%	i	2%	-14%
30	COc1ccc2c(c1)c(C(=O)N/N=C/c1cccc(O)c1)c(C)n2C	2%	2%	-28%	-1%[1.53 µM]	17%	4%	i	-4%	0%
31	O=C(Nc1ncccn1)C1c2ccccc2Oc2ccccc21	2%	0%	i	-4%	2%	-9%	i	5%	0%
32	CN(c1ccccc1)S(=O)(=O)c1ccc(Cl)c(C(=O)Nc2ccc(N3CCOCC3)cc2)c1	1%	13%	-21%	-17%	?	12%	i	13%	-4%
33	CC1=CC(C)(C)n2c(O)c(C3=NC(=S)NC3=O)c3cc(OC(=O)c4cccc5ccccc45)cc1c32	-3%	9%	i	-4%	1%	.	i	-12%	0%
34	CCCSc1nc2[nH]ncc2c(=O)[nH]1	1%	1%	i	1%	8%	.	i	-5%	12%
35	CCOc1ccc(C(=O)Nc2ccc(S(=O)(=O)Nc3cc(C)on3)cc2)cc1	0%	10%	-16%	-8%	5%	8%	i	-5%	-12%
36	O=C(Nc1ccc(S(=O)(=O)N2CCOCC2)cc1)c1ccc(Cl)cc1	1%	?	-11%	1%	?	14%	i	3%	3%
37	O=C1Nc2ccccc2S/C1=C/c1cccs1	-2%	-11%[1.82 µM]	-11%	37%[activator]	21%	14%	i	6%	15%
38	CCC1(C)Cc2c(sc3nc(SC)[nH]c(=S)c23)CO1 (stereo not given)	-6%	?	i	-3%	27%	9%	i	0%	?
39	Cc1csc(NC(=O)C2CCCN2C(=O)OCC(C)C)n1 (stereo not given)	1%	-12%	-7%[57.5 µM]	-17%	2%	11%	i	-10%	-3%
40	CCOC(=O)C1CCCN(C(=O)c2cc(Nc3ccc(OC)cc3OC)nc3ccccc23)C1 (stereo not given)	1%	4%	-9%	-6%	-8%	32%	i	-3%	11%
41	O=C(Nc1cccc(Cl)c1)c1ccc2nc(CCc3ccccc3)oc2c1	.	8%	-81%[inhibitor]	1%	?	0%	.	.	-1%
42	CCc1ccc(/C=C2/Sc3ccccc3N(CC(=O)NCCCN3CCOCC3)C2=O)cc1	3%	-10%	4%	-10%	8.9µM*	39%	i	-2%	.
43	COc1ccc(C(=O)CCc2ccccc2)cc1	-2%	0%	i	1%	-19%	-34%	i	4%	1%
44	Cc1nc(SCC(=O)NCC2COc3ccccc3O2)c2c(C)c(C)sc2n1 (stereo not given)	-1%	0%	-39%[inhibitor]	21%	-3%	12%	i	0%	2%
45	CCCCn1nnnc1SCC(=O)Nc1ccc2c(c1)OCO2	-3%	-7%	-31%	-17%	-11%	26%	i	-1%	-9%
46	CN1CCN(c2ccc(NS(=O)(=O)c3ccc(Cl)cc3)cn2)CC1	-1%	-12%[9.22 µM]	i	1%	?	12%	i	0%	0%
47	O=C(CN1CCN(c2cccc(C(F)(F)F)c2)CC1)Nc1cccc(C(F)(F)F)c1	-1%	20%	-12%[57.5 µM]	2%	?	33%	i	-21%	26%
48	C=CCNCCOc1c(C)cc(C)cc1Cl	1%	22%	?	-1%	-20%	.	i	3%	9%

Some of the entries so far, in transposed form:
41. O=C(Nc1cccc(Cl)c1)c1ccc2nc(CCc3ccccc3)oc2c1
47. O=C(CN1CCN(c2cccc(C(F)(F)F)c2)CC1)Nc1cccc(C(F)(F)F)c1

compound no.,41,47
MmCpn inh,.,-1%
TDP-43 yeast inh,8%,20%
PTHR1 ag,-81%[inhibitor],-12%[57.5 µM]
GLP1R cytotox,1%,2%
GLP1R inv ag,?,?
FUS suppressor,0%,33%
pAkt inh,.,i
aSyn yeast inh,.,-21%
Abeta yeast res,-1%,26%

The listing continues.
entry	compound	MmCpn inh	TDP-43 yeast inh	PTHR1 ag	GLP1R cytotox	GLP1R inv ag	FUS suppressor	pAkt inh	aSyn yeast inh	Abeta yeast res
49	CCN(C(=O)CSc1ncnc2sccc12)c1c(N)n(Cc2ccccc2)c(=O)[nH]c1=O	-3%	8%	i	-12%	-3%	20%	i	6%	0%
50	Cc1ccc2[nH]c(CCN(C)C)c(CN3CCOCC3)c2c1	-6%	12%	-22%	-3%	-10%	9%	i	14%[1.84 µM]	1%
51	COc1ccc(CNC(=O)CCc2c(C)nc3cc(-c4ccccc4OC)nn3c2C)cc1	0%	?	i	-1%	?	30%	i	13%	11%
52	CCN(CC(=O)Nc1ccc2c(c1)OCCO2)C(=O)c1cc(S(=O)(=O)N2CCOCC2)ccc1F	1%	10%	i	0%	11%	14%	i	-3%	9%
53	O=C(NC(=S)NCc1ccccc1)c1ccc(Br)cc1	.	-25%	i	?	?	5%	i	-5%	?
54	COc1ccc(C2Nc3ccccc3C(=O)N2C2CCCCC2)cc1 (stereo not given)	2%	2%	i	-5%	?	8%	i	7%	11%

Source: PubChem BioAssay

An excerpt; the hit share may differ from the screen's.
